# RSV CPE inhibition: inhibition of RSV-induced cytopathic effect – HEp-2 cells, primary 10 µM value included (AID 2391). actives 0.13% (n = 310,000). one-dose CPE inhibition, % at 10 µM; IC50 in µM for titrated hits. HEp-2 cells, RSV-induced CPE inhibition; higher % means a stronger effect; in the data active = a potency from the dose series; note: strong numbers were not always called active
# Myeloid diff MLP: compounds promoting myeloid differentiation; calls only at 10 µM; ER-HoxA9 myeloid progenitors, lysozyme-GFP differentiation, flow cytometry; actives 1% (n = 360,000);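 active = normalized GFP-positive differentiation at or above the plate's own cutoff, the solvent-only control mean plus 3 SD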;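 note: cells exposed to compound for four days before flow analysis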
# Siah-1 displacement: blockers of Siah-1 interaction with plectin peptide – biochemical, fluorescence polarization, rhodamine-plectin, uHTS, primary screen (AID 1817) | Siah-1 / rhodamine-plectin peptide fluorescence polarization; higher % means a stronger effect | displacement, % at 20 µM, or IC50 in µM where a hit was titrated | actives 0.02% (n = 290,000);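 active = displacement of at least 50% at 20 µM, with a fluorescence ratio check between 0.3 and a set limit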;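 note: plate controls were Siah plus tracer with DMSO for no effect and tracer alone without Siah for full effect; strong numbers were not always called active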
# PMI inhibitors: inhibitors of human PMI, primary screen, biochemical, fluorescence intensity, coupled assay (AID 1209) | purified PMI enzyme, coupled fluorescence intensity; higher % means a stronger effect | inhibition, % at 20 µM; hits with a dose series show IC50 in µM | actives 0.42% (n = 190,000);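 note: plate controls were DMSO vehicle for no effect and wells lacking substrate for full effect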
# PMI inhibition: human PMI inhibitors, high substrate, primary screen, biochemical, fluorescence intensity, high mannose 6-phosphate (AID 1220). recombinant PMI enzyme, coupled fluorescence intensity; higher % means a stronger effect. inhibition, % at 20 µM, or IC50 in µM where a hit was titrated. actives 0.66% (n = 190,000)
# PhoP inhibition: PhoP-dependent GFP reporter repression – Salmonella Typhimurium, primary screen (AID 1863) | one-dose inhibition, % at 50 µM; IC50 in µM for titrated hits | actives 0.16% (n = 300,000) | S. Typhimurium PhoP-regulated promoter GFP reporter, 4 h; higher % means a stronger effect;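 active = inhibition over 29.93%, a cutoff 3 SD above the screen mean, later confirmed by dose response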;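 note: 0% = low Mg2+ inducing control and 100% = high Mg2+ repressing control; strong numbers were not always called active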
# XIAP antagonists: small molecules displacing peptide from XIAP – biochemical, IAP family, fluorescence polarization (AID 1018). actives 0.007% (n = 200,000). XIAP BIR domain, fluorescence polarization peptide displacement; higher % means a stronger effect. one-dose displacement, % at 20 µM; IC50 in µM for titrated hits; in the data active = displacement above about 50%; note: a part of the inactive calls stands beside numbers as strong as those of hits
# TNAP activators: human TNAP enzyme activators, primary screen, biochemical, luminescent, no phosphate acceptor, uHTS (AID 1001). purified TNAP, luminescent activation assay, no phosphate acceptor; higher activation fold means a stronger effect. actives 0.03% (n = 200,000). activation fold at 20 µM; hits with a dose series show EC50 in µM; in the data active = activation fold from about 3, or a potency from the dose series; inactive = the rest, 99 in 100 with activation fold below about 1.6; note: many of its hits are not listed in these tables
# WT yeast gro inh: growth inhibition of WT yeast, mitochondrial fusion screen. mitochondrial fusion phenotypic screen, WT strain. inhibition, % at 10 µM. actives 2.1% (n = 190,000). AID 1362; in the data active = inhibition above about 58%; tested in S. cerevisiae
# WT yeast gro inh mutant strain: also measured in WT yeast gro inh; calls as there; inhibition, %; mitochondrial fusion phenotypic screen, mutant strain inhibition
# Myeloid diff MLP GFP+ MAC1+ %: recorded beside Myeloid diff MLP, whose call it bears; GFP+ MAC1+ double positive, %; measured here: differentiation confirmed by MAC1 staining
# * hit, by the source's call; i = inactive; . = no result given; & = joins results of further samples. Cut-off read from the data, not from the text of the source, unless noted: active = inhibition above about 50%; inactive = the rest. No enrichment for hits; about 3.1% have a hit in one of these screens.
SMILES,RSV CPE inhibition,Myeloid diff MLP,Myeloid diff MLP GFP+ MAC1+ %,Siah-1 displacement,PMI inhibitors,PMI inhibition,PhoP inhibition,XIAP antagonists,TNAP activators,WT yeast gro inh,WT yeast gro inh mutant strain
CCOc1ccc2[nH]c3c(=O)n(CCC4=CCCCC4)cnc3c2c1,-0.8%,i,0.8,-4.6%,.,.,2.4%,.,.,.,.
Cc1cc(OCC(=O)NCCCn2ccnc2)c2c(C)c(C)c(=O)oc2c1,-0.2%,i,2.0,3.4%,.,.,6.9%,.,.,.,.
Cc1ccsc1CNn1cnnc1SCc1ccccc1F,2.1%,i,6.2,-0.9%,13.0%,4.6%,5.2%,-11.5%,1.1,0.8,-5.3
Cc1cc(C(=O)NC2CC2)c2ccccc2n1,1.3%,.,.,4.0%,-14.3%,-10.4%,12.6%,-5.8%,1,9.0,-4.2
CC(NC(=O)C(=O)N1CCCCC1)C(c1cccs1)N1CCN(Cc2ccccc2)CC1 (stereo not given),0.4%,i,2.7,-4.7%,.,.,-3.4%,.,.,.,.
COCCn1c(SCC(=O)Nc2cc(C)cc(C)c2)nc2ccccc2c1=O,4.3%,i,0.9,13.9%,.,.,-3.7%,.,.,.,.
COc1ccc(S(=O)(=O)N(Cc2cc3ccc(OC)cc3[nH]c2=O)CC2COCCO2)cc1 (stereo not given),0.8%,i,0.8,0.3%,-1.4%,-5.0%,-1.1%,-4.5%,1.1,-3.1,0.9
Cc1ccccc1NC(=O)CN1C(=O)N/C(=C\c2ccccc2OCc2ccc(C(=O)O)cc2)C1=O,3.2%,i,1.6,11.5µM*,.,.,0.8%,.,.,.,.
CCN(CC)c1ccc(C=C(c2nnnn2-c2ccc(C)cc2)c2nnnn2-c2ccc(C)cc2)cc1,8.9%,i,0.6,2.3%,9.7%,11.2%,-7.3%,-1.8%,1,-4.7,-8.2
CC(=O)c1c(N2CCCC2)nc(=S)n(-c2ccccc2)c1C,0.6%,i,5.1,0.3%,-10.8%,-11.8%,-3.6%,-3.4%,1.1,-3.1,-0.1
C/C(=N\NS(=O)(=O)c1ccc(C)cc1)c1ccc(C)s1,3.8%,i,2.3,2.5%,-2.3%,2.3%,-1.4%,-3.5%,1,-17.8,-1.3
CCC(=O)OCCNc1nc(-c2ccccc2)nc2ccccc12,-0.3%,i,0.3,-6.2%,-1.7%,-7.3%,-2.3%,-0.3%,1.1,0.9,6.9
O=C(O)c1cc(-c2cccs2)nn1-c1ccc(F)cc1,2.8%,i,0.2,0.4%,-25.8%,-17.4%,4.2%,-3.9%,1.1,-4.5,-13.8
O=C(CNS(=O)(=O)/C=C/c1ccccc1)OCC(=O)N1CCC(Cc2ccccc2)CC1,1.2%,i,0.2,5.9%,-1.2%,-6.4%,-5.4%,-0.8%,1,15.2,23.8
O=C(NCCCc1ccccc1)N1CCOCC1,2.7%,i,0.3,2.1%,-8.7%,-3.2%,-6.4%,-3.9%,1.1,-3.6,0.3
O=C(CSCc1ccc(F)cc1)NCc1cccs1,0.1%,i,1.0,18.5%,-1.6%,0.9%,2.9%,-2.7%,1.1,-4.2,0.4
COc1cc(NC(=O)c2ccc(C)cc2C)ccc1NC(=O)c1cccs1,2.4%,i,0.2,-0.6%,.,.,-3.1%,.,.,.,.
COc1ccccc1-n1c(C)nnc1SCC(=O)Nc1cc(C)cc(C)c1,4.1%,i,0.5,1.4%,8.1%,1.5%,-3.6%,-22.4%,1.1,-4.2,-9.8
O=C(NCc1ccccc1)c1cccc(OCC(=O)N2CCN(C(=O)c3ccco3)CC2)c1,0.6%,i,0.5,-0.5%,2.0%,-4.4%,0.0%,-4.5%,1.1,-16.0,-7.5
CCC1CCCCN1CCCNC(=O)COc1cc(=O)n(C)c2ccccc12 (stereo not given),-1.9%,i,0.8,2.2%,2.6%,-2.5%,-3.3%,-5.0%,1.2,3.9,-7.6
CCCn1cnc2scc(-c3ccc(C)c(C)c3)c2c1=O,9.2%,i,0.4,3.8%,.,.,-0.2%,.,.,.,.
O=C(NCCCNC(=O)c1ccc(Cl)cc1Cl)c1ccccn1,0.9%,i,0.3,7.7%,.,.,2.5%,.,.,.,.
Cc1ccc(S(=O)(=O)N(C)C)cc1NC(=S)N(CCC#N)Cc1cccnc1,0.8%,i,0.7,0.4%,3.4%,4.3%,2.7%,-2.0%,1.1,4.0,2.6
CC(=O)Nc1ccc(S(=O)(=O)N2CCN=C2C)cc1,0.7%,i,0.7,3.4%,0.3%,-3.3%,11.0%,-4.9%,1.2,-5.0,0.7
Cc1ccc(Cn2nnc3c(=O)n(CC(=O)NCc4ccco4)cnc32)cc1,1.6%,i,1.0,2.7%,-7.5%,0.1%,-1.6%,-4.1%,1.1,-11.4,8.3

# A run of entries from the list above:
SMILES,RSV CPE inhibition,Myeloid diff MLP,Myeloid diff MLP GFP+ MAC1+ %,Siah-1 displacement,PMI inhibitors,PMI inhibition,PhoP inhibition,XIAP antagonists,TNAP activators,WT yeast gro inh,WT yeast gro inh mutant strain
Cc1ccc(S(=O)(=O)N(C)C)cc1NC(=S)N(CCC#N)Cc1cccnc1,0.8%,i,0.7,0.4%,3.4%,4.3%,2.7%,-2.0%,1.1,4.0,2.6
CC(=O)Nc1ccc(S(=O)(=O)N2CCN=C2C)cc1,0.7%,i,0.7,3.4%,0.3%,-3.3%,11.0%,-4.9%,1.2,-5.0,0.7
Cc1ccc(Cn2nnc3c(=O)n(CC(=O)NCc4ccco4)cnc32)cc1,1.6%,i,1.0,2.7%,-7.5%,0.1%,-1.6%,-4.1%,1.1,-11.4,8.3

# Following part.
SMILES,RSV CPE inhibition,Myeloid diff MLP,Myeloid diff MLP GFP+ MAC1+ %,Siah-1 displacement,PMI inhibitors,PMI inhibition,PhoP inhibition,XIAP antagonists,TNAP activators,WT yeast gro inh,WT yeast gro inh mutant strain
C=CCOn1c(=O)c(-c2cc3ccccc3o2)[n+]([O-])c2ccccc21,2.0%,i,0.5,3.9%,8.8%,6.9%,-14.6%,0.1%,1,-12.4,-7.2
Cc1nc2nc(-c3ccc(Cl)cc3)[nH]n2c(=O)c1Cc1ccccc1,4.4%,i,0.7,20.1%,6.7%,8.5%,5.2%,-21.4%,1.1,1.3,-6.1
c1ccc2c(c1)Nc1ccncc1S2,19.0%,i,0.1,-3.8%,.,.,20.2%,.,.,.,.
O=C1c2ccccc2C(=O)N1CCCc1nc(-c2cccnc2)no1,1.5%,i,0.8,0.5%,2.2%,-4.1%,-9.6%,-2.8%,1.1,2.5,11.6
CC1(C)SC2c3ccccc3C(=O)N2[C@@H]1C(=O)NCc1ccco1 (stereo not given in full),2.0%,i,0.6,-2.8%,1.3%,1.8%,8.8%,-2.3%,1.2,0.6,-4.9
O=C(N/N=C/c1ccc(O)c(O)c1O)/C(=C/c1ccc([N+](=O)[O-])cc1)NC(=O)c1ccccc1,1.0%,i,0.3,-3.5%,.,.,21.2%,-6.9%,0.8,3.6,2.5
Cc1cn(-c2cc(C(=O)Nc3ccc(C)c(NC(=O)N4CCNC4=O)c3)cc(C(F)(F)F)c2)cn1,-2.0%,i,0.0&0.9,-1.7%,.,.,-9.0%,.,.,.,.
Cc1cc(-c2n[nH]c(=S)n2/N=C/C=C/c2ccccc2)n[nH]1,0.1%,i,0.6,9.3%,15.3%,4.5%,-14.0%,-2.7%,1.8,-4.2,15.3
CCCNC(=O)NC(=O)c1cnccc1C(F)(F)F,-0.3%,i,0.6,7.9%,.,.,-10.9%,.,.,.,.
CSc1nc(C)cc(/C=C\c2ccccc2)c1C#N,0.7%,i,1.1,-3.8%,10.8%,7.0%,3.0%,-5.1%,1,-14.9,-11.7
COc1ccc2c(c1)CCc1cn3ncc(C#N)c3nc1-2,-3.9%,i,0.8,0.8%,14.6%,34.9%,-6.2%,-6.8%,1.1,15.2,6.0
COc1cc(C(=O)ON=C2C(C)=CC(=O)C=C2C)cc(OC)c1OC,2.8%,i,0.5,1.1%,59.4%*,71.8%*,-25.2%,-0.1%,1.2,-19.7,3.4
Cc1ccc(C(=O)N2CCN(S(C)(=O)=O)C2)cc1,0.5%,i,0.5,-2.1%,1.7%,3.9%,-7.5%,2.3%,1.1,-20.0,-5.4
O=C(C(=O)N1CCCc2ccccc21)N1CCCc2ccccc21,0.6%,i,0.4,-3.2%,6.7%,1.4%,15.1%,-2.8%,1.1,12.8,1.6
CN=C1c2cc3cc(OC)ccc3n2CCN1Cc1ccccc1,.,i,0.3,-3.6%,-12.0%,-38.1%,7.9%,-3.4%,1.2,0.9,-28.4
CC(C)(CNc1ccc(C(F)(F)F)cc1[N+](=O)[O-])N1CCOCC1,12.2%,i,0.0,1.3%,.,.,-3.7%,.,.,.,.
Cc1c(C(=O)NCc2cccs2)oc2ccc(Br)cc12,0.6%,i,1.1,-3.0%,5.0%,7.4%,-5.3%,-3.6%,1.1,7.1,8.2
O=C(CSc1nnc(-c2ccncc2)n1Cc1ccccc1)NCCc1ccccc1,6.0%,i,0.7,-0.3%,-9.7%,-3.8%,-2.6%,-4.6%,1.2,6.8,-11.8
CCNc1nc(OC)nc(N(OC)S(=O)(=O)c2ccc(C)cc2)n1,0.7%,i,1.0,3.6%,.,.,-2.1%,.,.,.,.
Cc1cc(C)cc(Nc2cnn(C34CC5CC(CC(CC(=O)O)(C5)C3)C4)c(=O)c2Cl)c1,2.6%,i,1.9,1.1%,-5.8%,-7.9%,-5.1%,-20.0%,1,21.8,21.1
CCc1c(C(=O)NNC(=S)Nc2ccc(S(=O)(=O)Nc3ncccn3)cc2)csc1C,1.7%,i,0.8,35.0%,.,.,-5.5%,.,.,.,.
COc1ccc(-c2cc(=O)oc3c(C)c(OCC(=O)Nc4cccnc4)ccc23)cc1,1.1%,i,1.2,14.7%,.,.,-8.6%,.,.,.,.
Cc1cc(C)n(-c2cccc(Cl)c2)c(=O)c1C#N,0.9%,i,0.6,0.8%,6.5%,8.0%,0.5%,-1.7%,1.1,4.2,-14.6
CCOC(=O)c1ccccc1NC(=O)CCNC(=O)Cn1cnc2ccccc2c1=O,1.5%,i,1.3,-2.1%,-2.2%,-0.1%,-4.9%,-22.3%,1,-14.6,-3.0
COc1c(C)cc(C(=O)C2CCCN(Cc3c(C)n(C)n(-c4ccccc4)c3=O)C2)cc1C (stereo not given),-1.3%,i,0.4,4.0%,12.6%,-6.9%,7.5%,-4.0%,1,-4.6,2.3
Cc1ccc(S(=O)(=O)n2nnc3ccccc32)c(C)c1C,0.2%,i,0.0,1.1%,-9.9%,-3.6%,-4.7%,-10.3%,1,11.8,5.9
CCCCNC(=O)c1ccc(NS(=O)(=O)c2ccc3[nH]c(=O)[nH]c3c2)cc1,1.7%,i,4.0,2.4%,.,.,-3.2%,.,.,.,.

# Ordered by value in PMI inhibition (descending): 3 of the compounds above.
SMILES | PMI inhibition
Cc1nc2nc(-c3ccc(Cl)cc3)[nH]n2c(=O)c1Cc1ccccc1 | 8.5%
Cc1c(C(=O)NCc2cccs2)oc2ccc(Br)cc12 | 7.4%
O=C1c2ccccc2C(=O)N1CCCc1nc(-c2cccnc2)no1 | -4.1%

# Bioassay records deposited in PubChem by several laboratories.
